Bioassay records: PubChem BioAssay, National Center for Advancing Translational Sciences (NCATS)
p53 reactivator: re-activators of mutant p53; H1299 p53-A138V BP100-luciferase reporter, luminescence, 24 h; Potency, µM (titrated, usually from 92.2 µM), inactives show top-dose activity change, positive = activation, most hits filed as activators; hit rate 0.063% among 320,000; further: potency means the concentration at half of the fitted maximal effect; % of control where 0% means no effect; nearly all actives have a fitted effect of over 45% in size
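H1299 (p53-null), stable ts p53-A138V + BP100-Luc; 1000 cells/well, Opti-MEM/10% FBS; cpd 4 pt, 1:5; 24 h, 37 deg C, 5% CO2; detection reagent 10 min RT; luminescence.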
ASM inhibitor: inhibitors of human secretory acid sphingomyelinase; P17405; AID 504937; hit rate 0.006% among 340,000; placental ASM, HMU-PC fluorogenic substrate, 60 min; Potency, µM (doses to about 57.5 µM), for inactives: at the top dose activity change, negative = inhibition, hits mostly inhibitors; further: potency means the concentration at half of the fitted maximal effect
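HMU-PC0 cleavage (9 uM final) by human placental ASM, 60 min at 37 °C following 10 min compound exposure at RT; stopped at pH 10, fluorescence Ex 386/Em 447 nm.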
TSG101-PTAP inh: blocks PTAP/TSG101 interaction to inhibit HIV-1 budding | Fluorescence polarization, FITC-PTAP peptide / Tsg101 binding | Potency, µM (highest dose often 115 µM), for inactives: at the highest dose activity change, negative = inhibition, actives largely listed as inhibitors | 340,000 tested, under 10 active; active means well fitted inhibition curve with a large enough effect in the main read-out, with a control signal flat, not every such curve was filed as active; inconclusive means small, poorly fitted or top-dose-only effect, or effect the other way, or a change in a side signal; inactive means no such curve, though single readings can be large or run the other way; further: potency means the concentration at half of the fitted maximal effect; % of control where 0% means no effect
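FP read-out: FITC-PTAP peptide, 50 nM final, binding Tsg101 binding domain, 10 uM final; 20 min, r.t.; 10 mM HEPES pH 7.5, 0.15 M NaCl, 0.01% Tween 20, 3 mM EDTA, 0.1 mM TCEP.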
TRPV1 ag: human TRPV1 agonism | TRPV1-expressing cells, Fluo-8 calcium influx, agonist mode | activation, % at 8.33 µM | hit rate 0.19% among 320,000 | AID 540275; in the data active means activation above about 80%; inconclusive means between about 30% and that limit; further: 0% is about no effect
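Fluo-8 calcium influx in TRPV1-expressing cells, kinetic read (ex 480/em 520 nm). Compound added and read 3 min for agonist activity, followed by capsaicin at EC20 final and 2 min further read for enhancement.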
ELG1 genotoxic: inducers of genotoxicity in HEK293T ELG1-luciferase cells | HEK293T ELG1-luciferase reporter, luminescence, 16 h | Potency, µM (highest dose often 46 µM), for the others: at the highest dose activity change, positive = activation, most hits filed as activators | hit rate 1.3% among 330,000; further: potency means the concentration at half of the fitted maximal effect; % of control where 0% means no effect; nearly all actives have a fitted effect of over 60% in size
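HEK293T cells expressing luciferase-tagged ELG1 were exposed to compound or DMSO vehicle for 16 hr at 37 °C and 5% CO2. Luciferase activity was then measured with ONE-Glo after 30 min at room temperature.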
USP2a inh: USP2a (human) protease inhibition. O75604. USP2 core, Ub-CHOP2 coupled fluorogenic reporter, 485/531. Potency, µM (highest dose often 38.3 µM), for the others: top-dose activity change, negative = inhibition, usual class: inhibitors. hit rate 0.01% among 330,000. AID 463254;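 further: potency means the concentration at half of the fitted maximal effect; plate controls were DMSO wells for no effect and full inhibition by NEM control for full effect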
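USP2 core (10nM final) preincubated 30min RT with compound in 20mM Tris-HCl pH 8.0, 2mM CaCl2, 2mM beta-mercaptoethanol, 0.05% CHAPS; 25nM Ub-CHOP2 plus 25nM reporter substrate added, fluorescence (Ex485/Em531) read after 60min.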
Eya2 phos inh: inhibitors of human Eya2 phosphatase activity. AID 488837. recombinant Eya2, OMFP fluorescence dephosphorylation (OMFP is methylfluorescein phosphate). hit rate 0.006% among 330,000. Potency, µM (top dose mostly 76.9 µM), for inactives: top-dose activity, negative = inhibition, actives largely listed as inhibitors; further: potency means the concentration at half of the fitted maximal effect; on the % scale 0 is the no-effect control and ±100 the full control effect
Target sequence (O00167 whole entry, looked up): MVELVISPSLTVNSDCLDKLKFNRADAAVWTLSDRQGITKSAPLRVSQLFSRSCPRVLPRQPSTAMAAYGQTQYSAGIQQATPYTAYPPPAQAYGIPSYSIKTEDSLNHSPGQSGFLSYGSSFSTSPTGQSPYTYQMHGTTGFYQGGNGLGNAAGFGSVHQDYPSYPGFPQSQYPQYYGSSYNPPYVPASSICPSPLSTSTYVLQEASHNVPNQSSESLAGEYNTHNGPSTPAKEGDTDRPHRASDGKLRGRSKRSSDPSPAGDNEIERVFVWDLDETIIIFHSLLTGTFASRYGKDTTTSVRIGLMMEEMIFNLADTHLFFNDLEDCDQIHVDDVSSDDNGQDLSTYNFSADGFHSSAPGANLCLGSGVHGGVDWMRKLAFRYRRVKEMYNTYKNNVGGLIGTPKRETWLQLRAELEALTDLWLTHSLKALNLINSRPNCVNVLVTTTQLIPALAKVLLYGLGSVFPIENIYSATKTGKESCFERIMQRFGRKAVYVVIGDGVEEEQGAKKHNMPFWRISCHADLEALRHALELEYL
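Eya2 (0.2 uM) preincubated 10 min at ambient with compound, then OMFP substrate added at 50 uM; 10 min reaction in 50 mM HEPES pH 7.5, 50 mM NaCl, 5 uM MgCl2, 0.05% BSA, 1 mM DTT. Fluorescence read at Ex 485/Em 525 nm.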
B2AR arrestin: recruits beta-arrestin to the human beta2-adrenergic receptor. AID 492947. beta-arrestin recruitment to beta2AR, cell-based reporter. Potency, µM (top dose mostly 46.1 µM), inactives show top-dose activation, hits mostly activators. hit rate 0.02% among 330,000;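 further: potency means the concentration at half of the fitted maximal effect; 0% = DMSO controls and full agonism = EC100 isoproterenol or metaproterenol; nearly all actives have a fitted effect of over 65% in size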
Target sequence (P07550 whole entry, looked up): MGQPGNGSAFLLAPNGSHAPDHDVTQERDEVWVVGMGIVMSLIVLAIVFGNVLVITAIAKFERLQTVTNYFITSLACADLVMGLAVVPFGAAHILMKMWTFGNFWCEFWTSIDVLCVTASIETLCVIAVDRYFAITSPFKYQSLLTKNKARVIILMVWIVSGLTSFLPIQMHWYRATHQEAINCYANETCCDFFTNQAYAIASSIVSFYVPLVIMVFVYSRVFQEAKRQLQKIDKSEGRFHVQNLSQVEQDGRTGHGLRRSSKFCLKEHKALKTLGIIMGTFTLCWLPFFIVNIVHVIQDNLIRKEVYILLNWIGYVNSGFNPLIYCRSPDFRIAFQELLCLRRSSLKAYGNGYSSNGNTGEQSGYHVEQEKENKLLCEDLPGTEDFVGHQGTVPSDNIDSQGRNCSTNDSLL
Integrin act MD: activators of alpha7 integrin expression for muscular dystrophy | alpha7betagal myoblasts, beta-gal FDG fluorescence, 48 h | Potency, µM (top dose mostly 38.3 µM), for inactives: at the highest dose activation, actives largely listed as activators | hit rate 0.064% among 350,000;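 further: potency means the concentration at half of the fitted maximal effect; 100% = response of the positive control SU9516; nearly all actives have a fitted effect of over 60% in size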
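Alpha7betagal+/- myoblasts (passage 13) were plated 16-24 hr, then exposed to compounds (1:260 dilution of DMSO stock) for 48 hours at 37C. After MPER lysis, β-galactosidase reporter activity was read as FDG fluorescence (ex 480/em 540) after 30 minutes.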
uPA surface inh: cell surface uPA generation inhibition | cell surface uPA generation assay, qHTS | Potency, µM (highest dose often 38.3 µM), without a hit: at the highest dose activity change, negative = inhibition, usual class: inhibitors | hit rate 0.31% among 330,000 | AID 540303; active means well fitted inhibition curve with a large enough effect; inconclusive means small, poorly fitted or top-dose-only effect; inactive means no such curve, though single readings can be large or run the other way; tested in mouse RAW 264.7 cells; further: potency means the concentration at half of the fitted maximal effect; on the % scale 0 is the no-effect control and ±100 the full control effect; nearly all actives have a fitted effect of over 55% in size
BRCA1 expr act: activators of BRCA1 expression; MCF7-BRCA1-FFLuc reporter, luminescence, 48 h; response scale: scaled: vehicle 0%, 10 µM genistein 100%; Potency, µM (series often up to 46.1 µM), for the others: at the top dose activation, hits mostly activators; hit rate 1.1% among 380,000; AID 624202; further: potency means the concentration at half of the fitted maximal effect; nearly all actives have a fitted effect of over 80% in size; some results filed as inactive show a strong effect at the top dose
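Activators of BRCA1 expression were detected as increased firefly luciferase luminescence in engineered MCF7 cells after 48 h compound incubation. Signals were scaled to genistein 10 microM as full activation.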
The depositor's hits bear a star; i = inactive; ? = inconclusive; . = not tested or not shown; [ ] = dose if it differs, or a comment. Unless noted, the call rests on the fitted dose curve; in most records, active means well fitted curve in the direction sought with a large enough effect; inconclusive means small, poorly fitted or top-dose-only effect, or another doubt; inactive means no such curve, though single readings can be large; an effect the other way counts as inactive or inconclusive. Random draw from the library (roughly 2.6% active in at least one column).

SMILES	p53 reactivator	ASM inhibitor	TSG101-PTAP inh	TRPV1 ag	ELG1 genotoxic	USP2a inh	Eya2 phos inh	B2AR arrestin	Integrin act MD	uPA surface inh	BRCA1 expr act
CCC(Sc1nc(C)cc(=O)[nH]1)C(=O)Nc1ccc(Cl)cn1 (stereo not drawn)	-3.6%	4.1%	-7.8%	.	-1.1%	4.7%	23.0%	-0.2%	-8.5%	-14.4%	0.0%
Cc1cccc(NC(=O)C(C)Sc2nnc(-c3cccnc3)o2)c1 (stereo not drawn)	?	-2.2%	-6.0%	1.7	15.8%	0.5%	10.9%	-1.1%	19.1%	-25.8%	53.9%
Cc1cc(NCCOCCO)n2c(nc3ccccc32)c1C#N	-2.3%	i	-3.6%	1.8	-1.0%	-2.0%	0.8%	-0.7%	27.3%	-1.1%	-11.8%
CCOC(=O)N1CCC(NC(=O)c2cn(-c3ccc(OC)cc3)c(=O)c3ccccc23)CC1	-0.9%	-3.4%	-8.2%	-3.4	-7.9%	-1.4%	-15.6%	0.4%	9.1%	7.0%	6.1%
CCCCCC(/C=N/Nc1ccc(S(=O)(=O)N2CCOCC2)cc1[N+](=O)[O-])=C\c1ccccc1	-0.1%	-6.5%	-11.2%	-0.4	-2.2%	-0.4%	18.8%	-0.3%	-16.9%	-3.6%	-2.6%
CCOc1ccc(S(=O)(=O)NCCC(=O)NCC2CCCO2)cc1 (stereo not drawn)	-2.7%	1.7%	0.9%	0.4	-0.1%	1.2%	-11.1%	-0.2%	-7.7%	0.7%	-6.0%
C/C(=N\NC(=O)c1ccc(CN2CCOCC2)cc1)c1ccc(NC(=O)c2ccccc2)cc1	15.4%	-3.0%	-3.4%	?	?	-0.2%	12.7%	0.0%	-0.8%	-5.8%	64.5%
COc1ccc(OC)c(C(=O)/C=C/c2ccccc2C(F)(F)F)c1	-8.1%	-6.1%	-5.5%	.	-6.7%	-1.1%	-19.1%	-0.3%	-73.1%	-16.0%	-98.4%[inhibitor]
Cc1cc(C)cc(C(=O)NC(=S)Nc2ccc3c(c2)OCCO3)c1	?	-1.6%	-2.8%	1.1	?	0.1%	-5.8%	-0.7%	-32.3%	-1.2%	?
CCN(CC)CCNc1nc(-c2ccc(OC)cc2)c(-c2ccc(OC)cc2)s1	-3.2%	-5.5%	-4.0%	-1.0	-3.5%	1.5%	-4.4%	0.2%	-75.3%[inhibitor]	-20.0%	-16.1%
CC1Cc2ccccc2N1C(=O)Cn1cnc2ccccc21 (stereo not drawn)	10.7%	0.9%	-14.5%	1.7	-4.6%	0.2%	6.9%	0.0%	-4.2%	-1.9%	15.1%
CCN1CCN(C(=O)C2CCN(C(=O)Nc3ccccc3)CC2)CC1	4.4%	3.3%	-4.9%	1.3	7.8%	-0.3%	19.8%	-0.1%	8.0%	-1.2%	-2.2%
COc1nc(N(C)C)nc(N2CC(=O)N(CCNS(=O)(=O)c3ccc(C)cc3)C2=N)n1	4.2%	5.3%	1.6%	0.9	1.4%	3.2%	3.5%	-0.4%	4.9%	1.3%	2.3%
COc1ccccc1C/C(N)=N/OC(=O)COc1cccc2ccccc12	4.4%	-2.3%	-3.9%	-1.2	-2.5%	0.0%	-10.5%	-0.2%	-19.5%	.	7.2%
C=CCn1c(SCc2nc3sc4c(c3c(=O)[nH]2)CCCC4)nc2ccccc2c1=O	-2.5%	2.0%	19.5%	-4.4	1.6%	0.6%	-1.4%	-3.5%	6.8%	2.9%	-15.7%
O=C(CC(Cc1ccccc1)C(=O)O)NCCc1ccc2c(c1)OCO2 (stereo not drawn)	4.0%	-2.2%	-2.4%	-0.1	0.4%	-1.7%	9.1%	0.0%	9.5%	5.0%	0.7%
O=C1CCCc2cc(S(=O)(=O)N3CCC(C(=O)NCc4ccccc4)CC3)ccc2N1	-5.1%	5.8%	-4.1%	-5.3	-4.5%	2.3%	-9.7%	-0.7%	21.5%	3.1%	-18.0%
COc1cc(-c2noc(-c3cccs3)n2)cc(OC)c1OC	2.6%	-4.8%	-1.3%	3.8	3.1%	-1.7%	0.2%	0.0%	13.1%	-1.2%	-27.9%
Cc1ccc(C)c(N(C)C(=O)c2cc3c(=O)[nH]c4ccc(C)cc4c3s2)c1	-4.0%	-10.7%	0.0%	?	0.5%	1.6%	19.0%	-1.1%	16.2%	-7.0%	-57.3%
CC(=O)C1C=CC(C)(C(=O)O)C2C=C(C)C(=O)C(C)(O)C12 (stereo not drawn)	.	6.6%	-4.8%	.	.	.	.	.	12.3%	-1.3%	-3.9%
O=C1CN(C(=O)NCC(=O)N2CCCC2)c2ccccc2N1	-2.6%	3.4%	-0.8%	-2.8	0.6%	-3.4%	4.2%	0.5%	-1.7%	16.8%	4.8%
CCC(CC)N1CCN(C(=O)c2cccc(Cl)c2)CC1	-3.1%	6.7%	-3.1%	15.9	0.6%	3.4%	4.5%	-0.6%	34.2%	2.7%	-6.1%
COc1ccc(/C=C/C(=O)Nc2ccc(S(=O)(=O)Nc3cc(C)nc(C)n3)cc2)cc1OC	-3.5%	19.5%	8.2%	-1.0	3.1%	2.4%	-0.2%	-0.2%	-14.3%	-0.6%	0.0%
Cc1ccc(C2=C/C(=C/c3cccnc3)C(=O)O2)c(C)c1	16.8%	90.9%[activator]	1.9%	29.9	1.0%	-1.9%	-1.7%	-1.4%	4.0%	0.0%	-1.4%
COC(=O)c1sccc1NC(=O)Nc1cccc(C(C)=O)c1	-1.2%	-8.7%	-1.0%	?	0.5%	3.8%	-11.5%	0.9%	?	6.1%	-2.1%

Next entries follow.
SMILES	p53 reactivator	ASM inhibitor	TSG101-PTAP inh	TRPV1 ag	ELG1 genotoxic	USP2a inh	Eya2 phos inh	B2AR arrestin	Integrin act MD	uPA surface inh	BRCA1 expr act
O=C(NCc1csc2ccc(Cl)cc12)Nc1cccc2ccccc12	1.9%	-1.6%	1.4%	-3.1	0.0%	7.8%	6.5%	-1.0%	-7.0%	-3.9%	-14.4%
Cc1cccc(C(=O)NCC(=O)N2CCN(c3ccccn3)CC2)c1	20.3%	4.1%	-10.7%	.	4.5%	4.7%	-20.5%	-1.2%	-2.5%	2.7%	43.1%
Cn1c(CNC(=O)OC(C)(C)C)nnc1SCc1c(Cl)cccc1Cl	-2.2%	9.3%	-3.3%	.	-1.0%	1.0%	0.3%	-0.5%	-6.3%	-0.8%	-15.2%
CCC(=O)N1CCc2cc(S(=O)(=O)CCC(=O)Nc3ccc(CC)cc3)ccc21	-0.9%	-1.0%	-1.0%	-4.8	-1.1%	1.1%	-26.2%	0.0%	-6.3%	1.4%	-8.2%
CC(C)Cn1cnc2c1c(=O)n(CC(=O)NN)c(=O)n2Cc1ccccc1	-4.0%	-3.3%	-6.5%	1.7	-1.1%	-0.1%	5.0%	0.2%	?	1.8%	1.0%
COc1ccc(CCCc2nnc(SCC(=O)N/N=C\c3ccc(O)c(OC)c3)o2)cc1C	-1.8%	-14.3%	-4.7%	0.8	-1.2%	0.1%	2.3%	0.1%	-23.9%	-10.0%	-25.5%
CCn1c(SCC(=O)Nc2ccc(OC)cc2OC)nc2nc3c(cc2c1=O)COC(C)(C)C3	-6.8%	0.4%	-3.4%	2.5	-4.6%	0.4%	5.3%	3.4%	-3.8%	0.2%	-10.5%
CC(C)(C)C1CCC(OCC(O)CN2CCN(c3ccccc3)CC2)CC1 (stereo not drawn)	8.9%	0.0%	-4.9%	3.3	-3.3%	2.5%	1.3%	0.0%	-25.3%	0.0%	-33.4%
Cc1nc2scc(-c3ccc(Cl)cc3)c2c(=O)n1N	-3.8%	-2.6%	-1.2%	4.9	-5.8%	1.7%	6.1%	0.0%	1.2%	3.2%	-11.3%
CCCCn1nnc(NC(=O)c2ccc(-c3ccccc3)cc2)n1	11.5%	-0.4%	0.2%	7.8	?	2.3%	-14.0%	0.1%	8.0%	4.4%	-5.0%
COc1ccc(NC(=O)NC(C)c2ccc3c(c2)OCO3)c(OC)c1 (stereo not drawn)	-12.0%	0.0%	-5.5%	7.3	2.7%	1.9%	3.7%	0.2%	6.1%	-3.1%	-14.9%
